Source: PubChem (National Center for Advancing Translational Sciences (NCATS))
FUS suppressor: FUS proteinopathy suppression in yeast | S. cerevisiae FUS-expressing, growth rescue, OD600, 24 h | Potency, µM (titrated, usually from 76.6 µM), for the others: at the top dose growth rescue (activation), hits mostly activators | 0.24% of 390,000 active | AID 1347120;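 also: potency is read from the fitted curve at half-maximal effect; plate controls were DMSO vehicle for no effect and reference control for full effect; nearly all actives have a fitted effect of over 55% in size; some results filed as inactive show a strong effect at the top dose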
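S. cerevisiae expressing FUS from galactose induction served as the toxicity model. Growth after 24hr at 30C, read as absorbance at 600 nm, indicates suppression of toxicity; compounds dosed at several concentrations.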
EPAC1 ag: agonists of human EPAC1. AID 720707. Potency, µM (highest dose often 154 µM), inactives show at the highest dose activation, most hits filed as activators. O95398. EPAC1 agonist qHTS, biochemical assay; response scale: 100% = response to 6.5 mM cAMP. 0.073% of 360,000 active; also: potency is read from the fitted curve at half-maximal effect; nearly all actives have a fitted effect of over 60% in size
Target sequence (O95398 whole entry, looked up): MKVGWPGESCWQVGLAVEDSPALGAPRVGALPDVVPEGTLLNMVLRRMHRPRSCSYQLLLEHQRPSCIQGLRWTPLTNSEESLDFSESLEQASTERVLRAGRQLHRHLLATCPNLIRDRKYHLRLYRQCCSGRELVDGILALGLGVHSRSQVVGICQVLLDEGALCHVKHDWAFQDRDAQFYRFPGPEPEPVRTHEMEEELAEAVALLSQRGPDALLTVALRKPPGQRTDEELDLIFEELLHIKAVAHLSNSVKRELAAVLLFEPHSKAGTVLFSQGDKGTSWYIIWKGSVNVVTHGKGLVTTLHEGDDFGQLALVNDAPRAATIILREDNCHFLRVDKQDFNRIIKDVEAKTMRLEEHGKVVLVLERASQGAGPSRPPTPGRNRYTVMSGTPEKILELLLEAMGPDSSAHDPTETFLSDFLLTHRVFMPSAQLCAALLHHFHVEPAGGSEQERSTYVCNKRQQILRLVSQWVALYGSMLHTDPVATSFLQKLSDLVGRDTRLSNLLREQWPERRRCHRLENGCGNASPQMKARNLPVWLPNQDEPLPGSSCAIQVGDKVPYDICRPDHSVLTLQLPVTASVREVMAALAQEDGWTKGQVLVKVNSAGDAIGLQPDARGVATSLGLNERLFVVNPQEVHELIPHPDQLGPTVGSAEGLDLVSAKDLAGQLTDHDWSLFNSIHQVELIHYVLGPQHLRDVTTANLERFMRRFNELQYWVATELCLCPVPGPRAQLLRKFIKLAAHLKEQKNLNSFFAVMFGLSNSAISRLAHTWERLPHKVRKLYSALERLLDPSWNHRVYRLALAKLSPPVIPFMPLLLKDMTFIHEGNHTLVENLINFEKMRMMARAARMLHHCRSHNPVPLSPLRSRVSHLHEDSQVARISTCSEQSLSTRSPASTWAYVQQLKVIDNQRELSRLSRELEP
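Nucleotide exchange by EPAC1 (100 nM) on Rap1B–BODIPY-GDP (250 nM) in the presence of 50 uM GDP is tracked fluorescently at 480/540 nm over 30 min. Signals are normalized to a 6.5 mM cAMP control.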
IL2 activator: IL-2 activation | IL-2 activation reporter assay, cell-based qHTS; stimulated with anti-CD3/CD4/CD28 beads; in transgenic mouse T cells | activation, % (series mostly up to about 46 µM) | 0.065% of 360,000 active | AID 652025; in the data active = activation above about 50%; inconclusive = mostly about 30% to 49%; also: 0% is about no effect
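Unstimulated transgenic mouse T cells, 750 per well, received compound and, after 60 minutes, anti-CD3/anti-CD4 bead plus anti-CD28 stimulation. EGFP and DsRed were quantified after 18 hours.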
WRN helicase inh: blocks human WRN helicase; Q14191; WRN helicase unwinding, fluorescent forked duplex, kinetic; Potency, µM (titrated, usually from 114 µM), for inactives: top-dose activity change, negative = inhibition, actives largely listed as inhibitors; 0.46% of 360,000 active; AID 651768; also: potency is read from the fitted curve at half-maximal effect; % is scaled to controls: 0 for no effect and ±100 for the full control effect; nearly all actives have a fitted effect of over 55% in size
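Primary qHTS, 1536-well format. 20 nM WRN + compound, 15 min RT; start with 100 nM forked fluorophore/quencher duplex, 2 mM ATP (final); kinetic read ex 525/em 598 nm.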
Abeta rescue: compounds reversing amyloid beta toxicity in yeast; 0.063% of 410,000 active; yeast expressing A-beta42, growth rescue, OD600, 48 h; response scale: 0% DMSO, 100% iron-clioquinol control; Potency, µM (titrated, usually from 46.1 µM), inactives show top-dose growth rescue, actives largely listed as activators; AID 1347071; also: potency is read from the fitted curve at half-maximal effect; nearly all actives have a fitted effect of over 55% in size
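Yeast growth medium received pinned compounds, then yeast cells expressing toxic A-beta were added; plates incubated at 30 C for 48 hr. Growth read as absorbance at 600 nm, normalized to DMSO and equimolar FeCl3 plus clioquinol controls.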
aSyn yeast inh: rescues yeast growth from alpha-synuclein toxicity. Yeast expressing alpha-synuclein, growth rescue, BacTiter-Glo, 24 h. Potency, µM (titrated, usually from 46.1 µM), without a hit: at the highest dose growth rescue (activation), actives largely listed as activators. 0.14% of 370,000 active; also: potency is read from the fitted curve at half-maximal effect; % of control where 0% means no effect; nearly all actives have a fitted effect of over 65% in size
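Galactose-induced alpha-syn yeast (OD600=0.02, raffinose-pregrown) + pinned cpd, 24 hr, 30 deg C; growth by BacTiter-Glo luminescence. Growth restoration scores as activation.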
PI5P4K alpha inh: blocks human PI5P4K alpha kinase activity; max response, %; AID 652105; PI5P4Kalpha enzyme, ADP-Glo luminescence, 60 min; active compounds read low; P48426; 1.2% of 330,000 active; active = max response of -50% or lower; inconclusive = between -30% and -50%; inactive = -30% or higher; also: value at the top dose of about 77 µM; % is scaled to controls: 0 for no effect and ±100 for the full control effect
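ADP-Glo luminescence end-point read after a 60 min room-temperature kinase reaction of PI5P4Kalpha plus substrate, initiated with ATP at 5 microM final. Buffer: 0.038 M HEPES pH 7.4, EGTA, 0.1% CHAPS, 5% DMSO.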
PLK1 PBD inh: inhibitors of human PLK1 polo-box domain binding; P53350; Plk1 PBD binding of FITC phosphopeptide, fluorescence polarization; Potency, µM, for the others: max response, negative = inhibition, usual class: inhibitors; 2.8% of 360,000 active; AID 720504; also: potency is read from the fitted curve at half-maximal effect; series mostly up to about 57 µM; % is scaled to controls: 0 for no effect and ±100 for the full control effect; nearly all actives have a fitted effect of over 65% in size
EPAC1 antagonist: antagonists of human EPAC1; Potency, µM (series often up to 115 µM), without a hit: at the highest dose activity change, negative = inhibition, usual class: inhibitors; O95398; EPAC1 GEF assay, Rap1b-BODIPY-GDP exchange fluorescence; 0.14% of 360,000 active;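 also: potency is read from the fitted curve at half-maximal effect; plate controls were vehicle for no effect and positive control for full effect; nearly all actives have a fitted effect of over 50% in size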
An asterisk follows results filed as active; ? = inconclusive; / = no result given; & = joins results of further samples; [ ] = another dose, or the depositor's remark. Unless noted, calls follow the shape of the dose curve; as a rule, active = well fitted curve in the direction sought with a large enough effect; inconclusive = small, poorly fitted or top-dose-only effect, or another doubt; inactive = no such curve, though single readings can be large; an effect the other way counts as inactive or inconclusive.

smiles	PLK1 PBD inh	aSyn yeast inh	FUS suppressor	EPAC1 ag	EPAC1 antagonist	WRN helicase inh	Abeta rescue	PI5P4K alpha inh	IL2 activator
COc1ccc(OCCNC(=O)c2ccc3nc(C)c(N(C)C(=O)CCc4ccccc4)n3c2)cc1	-3%	-4%	7%	6%	-11%	-2%	3%	-1	-0.6
O=C(NCCCCCCNC(=O)c1cccs1)c1cccs1	-3%	-2%	-14%	-4%	-4%	9%	-3%	-6	-0.4
O=C(CN1C(=O)c2ccccc2C1=O)Nc1cccc2cccnc12	8%	-6%	10%	-8%	-3%	2%	17%	-6	0.5
COc1cccc(C(=O)Oc2c(CN3CCOCC3)cc(Cl)c3cccnc23)c1	0%	-1%	23%	8%	2%	6%	-13%	-3	0.5
COc1cc(Cl)ccc1OCc1cc(C(=O)NCC(C)c2ccccc2)no1 (stereo unspecified)	-8%	-9%	25%	8%	12%	-6%	-5%	9	-0.9
CN1CCN(CC(=O)N2N=C(c3cccs3)CC2c2ccco2)CC1 (stereo unspecified)	-8%	-12%	/	-5%	4%	14%	-10%	-2	-3.9
Cc1nn(C)c(-c2n[nH]c(=S)n2-c2ccccc2)c1Cl	-3%	6%	-3%	2%	1%	-4%	7%	-19	-0.7
Cc1cccc(S(=O)(=O)CC(=O)Nc2nc(-c3ccccc3)cs2)c1	-6%	-1%	-20%	18%	-25%	-27%	3%[9.22 µM]	-6	-2.7
O=C(/C=C/c1ccc(OCCCF)cc1)NCc1ccc(Cl)cc1	4%	2%	/	5%	14%	-7%	-18%	2	-4.1
Fc1ccccc1-n1[nH]nnc1=S	?	-37%[inhibitor]	18%	-10%	6%	4%	-7%	/	0.2
CN(C)CCNC(=S)Nc1ccc(Br)cc1	-11%	-9%	-5%	6%	-16%	2%	5%	2	-1.3
CCCNC(=O)C(Cc1ccccc1)NC(=O)c1cccc([N+](=O)[O-])c1 (stereo unspecified)	-4%	-1%	-13%	5%	-15%	10%	-13%	-3	0.4
CN(Cc1ccccc1)c1nc2c(c(=O)[nH]c(=O)n2C)n1CCOc1ccccc1	-9%	10%	25%	8%	-7%	-1%	7%	1	-0.7
Clc1ccc(-c2cn3nc4c(nc3n2)CCCC4)cc1	?	-8%	11%	8%	-4%	-28%	-5%	-9	-0.4
Cc1ccc(S(=O)Cc2ccc(C(=O)N3CCN(C4CCCCC4)CC3)o2)cc1 (stereo unspecified)	-1%	1%	0%	15%	20%	-2%	6%	-3	-2.8
COc1ccc(CCNC(=O)COC(=O)c2cnc(Cl)c(Cl)c2)cc1	-1%	-4%	/	-4%	11%	-20%	4%	3	-4.4
CSCCC1NC2(C(=O)Nc3c(C)cc(Cl)cc32)[C@@H]2C(=O)N(C3CCCC3)C(=O)[C@H]12 (stereo partly specified)	-2%	8%	?	14%	-12%	-17%	2%	0	-1.3
COC(=O)C1=C(C)Nc2ncnn2C1c1ccco1 (stereo unspecified)	2%	6%	-20%	-9%	0%	3%	10%	-6	-0.1
C=CCOc1ccccc1/C=c1\sc2nc(-c3oc4ccccc4c3C)nn2c1=O	-2%	0%	16%	5%	11%	-4%	13%	/	?
Cc1ccc(NC(=O)CN(C)C(=O)c2cccc(S(=O)(=O)NCc3cccs3)c2)cc1	-4%	-3%	19%	0%	-2%	6%	8%	-7	-0.2
O=C(N/N=C/c1ccc(-c2ccccc2[N+](=O)[O-])o1)c1cccnc1	?	1%	23%	-2%	-3%	?	19%	-8	-0.5
COc1ccc2oc(C(=O)OCC(=O)NC3(C#N)CCCC3)c(C)c2c1	-1%	5%	-6%	1%	2%	-3%	25%	2	0.8
Cc1c(C)c2ccc(OCC(=O)NCc3ccccn3)cc2oc1=O	-15%	-6%	9%	6%	-1%	-1%	18%	-2	0.7
COc1ccc(OC)c(NS(=O)(=O)c2ccc(-n3cccn3)cc2)c1	-15%	0%	18%&-25%	2%	-7%	1%	-2%&-5%	1	-1.8

Retrieved by compound from the list above:
smiles	PLK1 PBD inh	aSyn yeast inh	FUS suppressor	EPAC1 ag	EPAC1 antagonist	WRN helicase inh	Abeta rescue	PI5P4K alpha inh	IL2 activator
O=C(/C=C/c1ccc(OCCCF)cc1)NCc1ccc(Cl)cc1	4%	2%	/	5%	14%	-7%	-18%	2	-4.1
COc1cccc(C(=O)Oc2c(CN3CCOCC3)cc(Cl)c3cccnc23)c1	0%	-1%	23%	8%	2%	6%	-13%	-3	0.5

The results go on.
smiles	PLK1 PBD inh	aSyn yeast inh	FUS suppressor	EPAC1 ag	EPAC1 antagonist	WRN helicase inh	Abeta rescue	PI5P4K alpha inh	IL2 activator
COc1cc(OC)cc(C(=O)NNC(=O)CNC(=O)c2ccc(Br)o2)c1	-6%	0%	-3%	8%	15%	-3%	9%	6	-3.8
C=CCNC(=O)C1CCN(c2cc(C)nc(-c3ccccc3)n2)CC1	-24%	-8%	22%	-1%	-5%	0%	2%	2	-4.4
CON(C)C(=O)CC(CNC(=O)OC(C)(C)C)c1ccc(Cl)cc1 (stereo unspecified)	-3%	13%	18%	6%	6%	11%	-1%	1	-0.3
COc1cccc(Cn2nc(C(=O)O)c3ccccc3c2=O)c1	2%	-1%	-3%	3%	-16%	10%	20%	-2	1.5
COc1ccc(OC)c(NC(=O)CCn2c(=S)[nH]c3ccccc3c2=O)c1	3%	1%	-9%	-4%	0%	0%	5%	1	-2.2
Nc1nnnn1CC(=O)N/N=C/c1ccccn1	1%	6%	-19%	-2%	-12%	-5%	-14%	5	-1.4
COC(=O)c1c(NC(=O)COC(=O)CNC(=O)C2CCCCC2)sc(C)c1C	1%	-10%	-6%	-12%	9%	-2%	21%	-3	-4.0
Clc1ccc(-n2nnnc2CN2CCOCC2)cc1	-2%	/	-21%	6%	1%	-2%	3%	-1	-0.5
Cc1cccn2cc(-c3cccc(S(=O)(=O)N4CCCCC4)c3)nc12	-15%	-3%	12%	3%	6%	-10%	-6%	0	-3.5
CCOc1ccc(S(=O)(=O)N2CCN(c3ccc(C)cc3C)CC2)cc1	3%	-10%	18%	-1%	-20%	-6%	-1%	-110*	-2.5
CCOC(=O)NC(=O)COC(=O)c1ccc(Sc2ncn[nH]2)c([N+](=O)[O-])c1	-8%	-1%	-2%	10%	-15%	-26%	-8%	8	0.4
CCCCNC(C(=O)Nc1cccc(S(=O)(=O)N2CCOCC2)c1)c1ccccc1 (stereo unspecified)	-7%	2%	15%	4%	-7%	0%	-7%	11	0.2
NC(=O)Nc1ccccc1C(=O)NCCc1ccccc1	1%	2%	12%	-2%	10%	-4%	-6%	2	0.0
CN(C)c1ccc(C(c2nnnn2CCOC(=O)Nc2ccc(Cl)cc2)N2CCOCC2)cc1 (stereo unspecified)	-5%	-3%	33%	11%	-20%	-15%	?	5	-0.2
Cn1c(CNC2CCCCC2)nc2ccccc21	-22%	-6%	8%	5%	0%	4%	10%	1	0.9
COc1ccc(CCNC(=O)COC(=O)Cc2cc(OC)c(OC)c(OC)c2)cc1	-17%	-6%	-25%	4%	4%	-6%	1%	3	1.2
O=C(O)c1ccc(Cn2cnc3c(=O)[nH]cnc32)cc1	0%	-5%	/	-7%	2%	3%	-5%	9	-0.1
CC(C)C(=O)NC(=O)[C@@H]1CCCN1C(=O)/C=C/c1ccccc1	-4%	4%	-21%	14%	-24%	-7%	-3%	8	-0.3
N#Cc1nc(-c2ccc(OCc3ccccc3)cc2)oc1NCc1cccnc1	-6%	-5%	13%	8%	2%	-16%	15%	0	1.1
Oc1ccc(-c2n[nH]c(=S)n2-c2ccc3c(c2)OCCO3)c(O)c1	-27%	0%	/	4%	0%	-7%[11.6 µM]	0%	?	-0.3
C=CCn1c(SCC(=O)NCCCC(=O)OCC)nc2scc(-c3ccco3)c2c1=O	-10%	3%	?	3%	-9%	-19%	-3%	3	-0.5
Cc1ccccc1NC(=O)Cc1nc(-c2c[nH]c(C(=O)N3CCCC3)c2)cs1	-6%	-3%	?	-8%	1%	17%	4%	-11	-1.0
Cc1ccc(NC(=O)c2ccc(CN3CCc4ccccc4C3)cc2)cc1	-18%	3%	10%	1%	-11%	-15%	-4%	8	-0.1
O=C(NNC(=O)c1cccc(S(=O)(=O)N2CCCCC2)c1)c1ccccc1	0%	0%	-10%	3%	4%	4%	-10%	-5	0.8
CCOC(=O)c1ccc(NC(=O)[C@@H](NC(N)=O)C(C)C)cc1	-10%	-4%	10%	9%	3%	-11%	-10%	4	0.0
Cc1nc(N=Nc2ccc(O)cc2)n[nH]1	4%	-13%	-19%	-7%	-7%	5%	-20%	-13	-0.6
Cc1cc(C)c(C#N)c(Sc2nnnn2-c2ccccc2)n1	-4%	2%	-26%	-9%	3%	-3%	-19%	-30	0.1
COc1cc(C(=O)OCC(=O)NC(N)=O)cc(CN2C(=O)c3ccccc3C2=O)c1OC	-10%	-9%	-19%	2%	4%	-1%	-1%	-15	-0.4
CCCOc1ccccc1C1CC(=O)NC(C)=C1C(=O)OCC(C)C (stereo unspecified)	-8%	-1%	-7%	-23%	?	-11%	-4%	2	-2.7
CCOCCCNC(=O)CCSc1ccc(C)cc1	1%	-7%	-2%	0%	9%	10%	1%	/	-1.6
O=S1(=O)C[C@@H]2N=C(N/N=C/c3ccccc3)S[C@@H]2C1	2%	-6%	21%	7%	-13%	-7%	-9%	-3	-3.4
CC1CCCCN1C(=O)CSc1nc(C2CC2)nc2c1cnn2-c1ccccc1 (stereo unspecified)	27µM*	-19%	-1%	5%	-6%	-10%	19%	/	-1.7
O=C(CSc1nnc(-c2ccccc2)c(-c2ccccc2)n1)N1CCc2ccccc21	-2%	2%	7%	14%	-9%	-9%	6%	/	0.6
COCCNc1nc2nonc2nc1N(C)Cc1cccc2cnccc12	-8%	-3%	19%	4%	-14%	1%	7%	-5	-3.5

Random draw from the library, and some 4.1% of all compounds hit somewhere here.
